Screening data from PubChem.
b-catenin transl: beta-catenin nuclear translocation modulation. AID 1665. 0.3% of 190,000 active. HeLa beta-catenin nuclear translocation, immunofluorescence imaging. nuclear translocation activity, % at 5 µM;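 active = nuclear translocation activity above 50% at 5 µM, with a well cell count of 50 or more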;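 note: per-cell ratio of nuclear to cytoplasmic median beta-catenin stain intensity; plate controls were DMSO negative control for no effect and GSK-3 inhibitor IX positive control for full effect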
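Signal – beta-catenin immunofluorescence imaging with DAPI · Test system – human HeLa cell line · Dosing – 5 µM primary single dose, 0.1% DMSO, 0.02–20 µM confirmation series · Measure – % activation, nuclear-to-cytoplasmic median beta-catenin signal ratio per cell · Incubation – 24 h compound exposure at 37°C, 5% CO2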
ER stress rescue: protection against thapsigargin-triggered cell killing – 384-well, CSM14.1, ATP luminescence, primary screen (AID 1222). one-dose cellular ATP content (survival), % at 20 µM; EC50 in µM for titrated hits. CSM14.1 thapsigargin-induced death rescue, ATP luminescence; higher % means a stronger effect. 190,000 tested, under 10 active;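 active = EC50 below 50 µM in the dose-response confirmation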;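 note: death triggered by thapsigargin at about 15 µM added after 2 h compound pretreatment; cell ATP read after overnight thapsigargin exposure of roughly 18 to 22 hours; normalized against plate controls of thapsigargin alone and 5% DMSO vehicle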
Ins promoter up: MIN6 insulin promoter up-regulation; 0.3% of 190,000 active; MIN6 insulin promoter-GFP reporter, high-content imaging; hits give high values; z-score at 5 µM;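 active = z-score above 3 at 5 µM with at least 500 cells counted in the well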
Autophagy mod: modulators of autophagy | MEF GFP-LC3 puncta imaging; test concentration mostly 10 µM | calls only at 10 µM (by protocol) | 0.98% of 190,000 active | AID 463193;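 active = percentage of spot-positive cells more than 3 SD above its plate mean, without a fluorescence outlier flag or 80% toxicity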;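 note: spot-positive cell cutoff set from DMSO-treated cells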
Dynein cargo inh: dynein cargo transport inhibition; 3617.4 mouse cells, GR-EGFP nuclear translocation imaging; test concentration mostly 20 µM; stimulated with dexamethasone, 1 µM; hits give low values; z-score, hits read low; 0.47% of 220,000 active; AID 1381;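 active = plate z-score of nuclear minus cytoplasmic receptor signal below a set negative limit, without overly bright fluorescence or cell loss, cut at about -3.5 in these data, passing the limit was not always enough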;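 note: z-score of nuclear minus cytoplasmic ring GR-EGFP intensity difference per well; some compounds called inactive have numbers as strong as hits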
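Buffer or medium – tet-free medium with charcoal-stripped serum · Signal – automated 10x imaging of fixed Hoechst-stained cells · Also added – dexamethasone agonist, 1.0 µM final, for 30 min · Incubation – induction 48 h, compound 1 h, agonist 30 min · Read-out – GR-EGFP nuclear translocation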
Salmonella PhoP GFP: PhoP-dependent GFP reporter repression – Salmonella Typhimurium, primary screen (AID 1863); S. Typhimurium PhoP-regulated promoter GFP reporter, 4 h; higher % means a stronger effect; inhibition, % at 50 µM; hits with a dose series show IC50 in µM; 0.16% of 300,000 active;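 active = inhibition over 29.93%, a cutoff 3 SD above the screen mean, later confirmed by dose response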;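 note: 0% = low Mg2+ inducing control and 100% = high Mg2+ repressing control; strong numbers were not always called active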
T cell modulator: T cell immune modulation candidate. 2C CD8+ T cell-vesicle binding, flow cytometry; hits give low values. calls only at 7 µM. 0.068% of 330,000 active;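 active = response, share of CD8 T cells binding vesicles, and their 90th percentile fluorescence all below set limits, cut at about 80% in these data, passing the limit was not always enough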
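Also added: QL9-peptide-loaded Drosophila micro-vesicles bearing Ld, ICAM-1 and B7-1; Test system: purified 2C TCR transgenic mouse naive CD8+ T cells; Measured by: cytometric PE anti-B7-1 and Alexa647 anti-CD8 signals after 1% paraformaldehyde fixation; Timing: binding step 1.5 h, 37 °C, antibody labelling 20 min, ice.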
Hep lipid drop: hepatic lipid droplet formation modulation | AID 1656 | 0.4% of 240,000 active | inhibition, % at 6.5 µM | AML12 mouse hepatocytes, oleate lipid droplets, BODIPY imaging;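 active = lipid droplet intensity inhibited by at least 50%, with more than 500 cells counted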
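Assay system: AML12 hepatocytes (mouse); Probe or stimulus: oleic acid at 100 µM to induce lipid droplet formation; Dosing: compound at 6.5 µM only; Schedule: compound with oleate, overnight; Detection: fluorescence imaging, 20x objective, two fields per well; Measure: % inhibition of lipid droplet signal.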
MT stabilizer: microtubule stabilization, imaging screen; HeLa tubulin immunostaining HCS, 24 h; share of cells brighter than vehicle mean+2SD; % tubulin-high responders, % at 10 µM; 0.83% of 200,000 active; AID 2205;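 active = plate Z-score above 3 for both tubulin-high and condensed-nucleus cell shares, with cell loss under 80%, at 10 µM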;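 note: anti alpha tubulin signal scored within the nucleus-defined area of each cell; some results filed as inactive read as strong as hits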
Dynein cargo inh cytoplasmic EGFP: recorded beside Dynein cargo inh, whose call it bears; z-score; measured here: cytoplasmic GR-EGFP intensity; hits give high values
Dynein cargo inh nuclear GR-EGFP: recorded beside Dynein cargo inh, whose call it bears; z-score; measured here: nuclear GR-EGFP intensity;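 lower value marks the stronger effect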
Dynein cargo inh cell count: further read-out of Dynein cargo inh, marked with its call; z-score; measured here: cell count per field
Ins promoter up cell count: also measured in Ins promoter up; calls as there; cell count; measured here: cytotoxicity, nuclei count;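 total cells summed across four imaged fields per well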
Hep lipid drop cells 6.5 µM: second read-out of Hep lipid drop, no call of its own (marks repeat the call); cell count; measured here: cell count, cytotoxicity flag;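 cells counted across two imaged fields per well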
b-catenin transl cell count 5 µM: further read-out of b-catenin transl, marked with its call; cell count; measured here: cell count, cytotoxicity flag
T cell modulator vesicle-bound %: also measured in T cell modulator; calls as there; double positive events, %; measured here: CD8+ vesicle-bound cell fraction;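 binding gate set so that unloaded-vesicle control wells show 10% double positive cells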
MT stabilizer Hoechst-high %: recorded beside MT stabilizer, whose call it bears; % Hoechst-high responders; measured here: nuclear condensation Hoechst responders;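 share of cells brighter than vehicle mean plus two SD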
MT stabilizer cytotoxicity %: recorded beside MT stabilizer, whose call it bears; toxicity, %; measured here: cytotoxicity by cell density;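 0% = mean cell density of plate MIN control wells and 100% = no cells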
Autophagy mod cell loss 18 h: further read-out of Autophagy mod, marked with its call; toxicity, %; measured here: cell loss, nuclei count;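 cell loss after 18 h compound exposure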
* marks the source's active call; other numbers are inactive results; i = inactive; . = no result given.

SMILES	b-catenin transl	b-catenin transl cell count 5 µM	ER stress rescue	Ins promoter up	Ins promoter up cell count	Autophagy mod	Autophagy mod cell loss 18 h	Dynein cargo inh	Dynein cargo inh cytoplasmic EGFP	Dynein cargo inh nuclear GR-EGFP	Dynein cargo inh cell count	Salmonella PhoP GFP	T cell modulator	T cell modulator vesicle-bound %	Hep lipid drop	Hep lipid drop cells 6.5 µM	MT stabilizer	MT stabilizer Hoechst-high %	MT stabilizer cytotoxicity %
CC(=O)N1N=C(c2ccc(C)cc2)OC1c1ccc(Br)cc1 (stereo unspecified)	0.4	1503	4.8%	2.2	1567	i	-3	-0.35	-0.11	-0.048	-0.11	-6%	i	59	14	772	1.8	1.8	6.8
CCc1cn(S(=O)(=O)c2ccccc2OC)nc1N	.	.	-0.9%	0.11	951	i	-8	-0.31	-0.32	0.02	-0.041	20%	i	10	0	800	1.0	0.6	3.3
Cc1ccc(NC(=O)c2sc3nc4c(c(-c5ccco5)c3c2N)CCC4)cc1	3.6	805	-2.9%	-1	711	i	3	-2.5	6	0.17	-0.45	-8%	i	31	.	.	i	.	100
CCCn1c2ccccc2c2nnc(SCC(=O)Nc3c(C)n(C)n(-c4ccccc4)c3=O)nc21	0.8	1111	0.0%	0.27	1543	i	-8	-0.047	-0.2	0.035	0.45	-8%	i	33	-6	531	3.9	1.9	9.1
COc1ccc(CCNC(=O)Cn2c(=O)n(Cc3ccco3)c(=O)c3ccc(Cl)cc32)cc1OC	-2.7	1019	1.8%	0.56	882	i	2	-0.99	-0.14	-0.22	0.26	-4%	.	.	-1	708	3.8	1.2	5.2
c1ccc2oc(C3=NNC(=NC4CC4)SC3)cc2c1	-1.0	471	-3.9%	-0.36	1295	i	-7	0.43	-0.22	0.31	-0.28	-5%	i	58	-2	743	3.4	1.9	2.7
CCOc1cc(CNc2ccc(Br)cc2)cc(Br)c1OCC(=O)NC(C)(C)C	-1.2	1209	0.0%	-1.5	844	i	-10	1	-0.039	1.1	-0.16	6%	i	60	-8	749	1.8	1.1	8.0
O=C(COC(=O)/C=C/c1cccs1)Nc1ccc2ccccc2c1	-4.1	532	-2.6%	-0.07	1319	i	-5	0.41	-0.22	0.26	-0.36	-1%	i	29	16	652	2.3	2.1	6.8
Cn1c(=O)n(C)c2cc(/C=N/n3cnnc3)ccc21	0.8	1304	-1.5%	-0.49	1574	i	7	0.39	-0.28	0.21	-0.35	-2%	i	44	.	.	2.5	1.6	9.0
CCOC(=O)NNc1ccc(C(F)(F)F)cn1	-1.4	1131	.	0.22	1422	.	.	0.67	-0.17	0.33	-0.45	-5%	i	34	8	748	.	.	.
O=c1oc2ccccc2c2[nH]ccc12	0.6	1585	1.0%	.	.	i	21	1.4	-0.21	1.3	-0.83	1%	i	60	18	694	1.9	2.5	2.8
CSCCC(NS(=O)(=O)c1ccc(Cl)c(Cl)c1)C(=O)O (stereo unspecified)	-4.6	1116	-0.7%	-0.14	1263	i	11	0.33	-0.3	0.44	0.01	-5%	i	25	8	723	3.8	2.9	4.1
Cn1c(=O)c2c(nc(N/N=C/c3ccc(OC(=O)c4ccco4)cc3)n2Cc2ccc(F)cc2)n(C)c1=O	1.7	1014	0.3%	-0.58	1401	i	23	-0.29	-0.11	-0.28	0.43	0%	i	67	-32	501	2.4	2.4	9.1
NC(=O)C1CCN(C(=S)NC2CC3C=CC2C3)CC1 (stereo unspecified)	0.3	1300	.	0.84	1106	.	.	-0.91	-0.038	-0.33	0.25	-8%	i	35	2	706	.	.	.
O=C(CN1CCN(C(=O)c2ccco2)CC1)Nc1c2c(nc3c1CCC3)CCCC2	0.5	1363	2.7%	0.34	1281	i	3	1.9	-0.16	1.5	-0.45	-8%	.	.	.	.	6.6	2.6	7.7
O=c1cc2c(nn1Cc1ccc(F)cc1)-c1ccccc1CC2	-1.3	957	8.7%	-0.01	1381	i	-28	0.41	-0.2	0.54	-1.2	0%	i	31	4	743	2.4	2.0	9.8
Cc1ccc(C(=O)NC(=S)Nc2ccc(-c3cc4ccccc4oc3=O)cc2)c(C)c1	-0.4	1140	-0.9%	-0.11	1191	i	-4	.	.	.	.	2%	i	55	0	728	1.1	1.8	8.2
COc1ccc(OC)c(-n2c(-c3ccn[nH]3)n[nH]c2=S)c1	0.2	1375	.	0.4	1074	.	.	-0.011	-0.14	-0.015	0.42	-10%	i	24	0	684	.	.	.
COc1ccc(OC(C)C(=O)N2CCOCC2)cc1 (stereo unspecified)	.	.	-1.6%	.	.	i	2	1.4	-0.22	0.69	-1	-6%	i	4	6	717	3.3	2.1	8.6
Cc1ccc(Cl)c2c1NC(=O)C2(O)CC(=O)c1ccc(F)cc1 (stereo unspecified)	-1.6	1423	-0.1%	0.11	1498	i	10	-1.6	-0.43	-0.52	1.8	2%	i	16	.	.	2.3	1.3	7.3
CCCCC(=O)Nc1ccc(C(=O)N2CCCC(C(=O)OCC)C2)cc1 (stereo unspecified)	-0.2	1046	.	1.2	1143	i	-15	3	0.22	2.4	-3	-2%	i	6	0	641	5.9	1.7	6.2
Cc1cc(C(=O)NNc2ccc(F)cc2F)no1	4.5	1245	.	-0.21	1055	.	.	-0.53	-0.26	0.57	0.22	-15%	i	38	0	652	.	.	.
CC/C(=N\NC(=O)CSc1ncccn1)c1ccc2c(c1)OCCO2	-4.5	576	2.6%	0.1	1479	i	-9	-0.8	-0.29	-0.61	0.73	-4%	i	30	14	738	4.5	2.0	3.7
Cc1onc(-c2c(Cl)cccc2Cl)c1C(=O)N/N=C(\N)COc1ccc(Cl)cc1	0.1	1150	-1.1%	0.53	1714	i	14	-0.46	-0.31	-0.066	0.49	19%	i	29	-13	601	1.7	0.8	19
O=C(NCc1ccco1)C1CCCN(S(=O)(=O)c2ccc(Br)cc2)C1 (stereo unspecified)	0.2	1117	0.9%	0.07	1487	i	-16	-0.46	-0.25	-0.15	1	6%	i	38	0	600	2.3	1.6	4.4
O=C(Nc1ccnc(-c2ccncc2)n1)c1ccccc1Cl	0.8	1050	.	0.63	1145	i	8	0.052	-0.32	-0.056	0.66	5%	i	50	9	685	2.0	1.9	1.1
Cc1c(C#N)c2ccccc2n1CC(=O)NCc1ccccc1	-0.8	1170	0.4%	-0.06	1233	i	4	-0.24	-0.26	-0.092	0.47	-3%	i	9	33	752	2.4	1.3	4.7
O=C(Nc1ccc(F)cc1)c1ccc(CSc2ccccc2)o1	-0.1	1015	-0.6%	-0.67	1494	i	-13	0.31	-0.19	0.28	-1.5	-15%	i	52	-29	573	1.8	2.4	4.5
CCOCCCNCc1ccc(OC)c(OC)c1	-0.8	1462	-2.6%	-0.42	1606	i	-11	-0.38	-0.23	-0.091	0.52	11%	i	43	.	.	1.9	1.6	8.3
CCc1ccc(/C=C(/C#N)C(N)=S)s1	-3.1	1082	.	-0.67	1258	i	5	0.41	-0.12	0.53	-1.8	12%	i	53	12	700	1.9	2.3	5.0
CCOC(=O)c1cccc(NC(=O)CSc2nnc(C3CCCCC3)n2C)c1	-0.6	1046	-0.7%	0.67	1293	i	5	2.8	-0.19	1.5	-0.56	6%	i	21	-17	729	3.6	0.6	8.6
CNC(=O)COC(=O)c1cc(-c2ccccc2)nn1-c1ccccc1	-3.8	1115	0.8%	0.43	1143	i	2	-0.89	-0.3	-0.55	0.86	2%	i	23	1	706	2.2	2.4	3.1
CC(=O)c1c(O)cc(=O)n(-c2ccccc2)c1-c1ccc(C)cc1	.	.	1.4%	.	.	i	12	-0.89	-0.32	-0.19	0.69	-10%	i	39	.	.	3.0	1.9	5.8
Nc1nc(SCc2nc(-c3ccccc3)no2)[nH]c(=O)c1-c1ccccc1	.	.	1.1%	0.02	885	i	-8	-1.4	-0.11	-0.45	1.1	10%	i	37	-12	789	2.0	1.8	5.8
CN(Cc1nc(-c2ccncc2)no1)S(=O)(=O)c1ccc(Br)cc1	-1.2	1184	-2.2%	-0.11	1895	i	-1	0.77	-0.23	0.67	0.55	-6%	i	49	7	571	1.8	2.5	22
CCn1c(N)c(C(=O)NCCOC)sc1=S	-11	1178	-3.8%	.	.	i	-1	0.25	-0.23	0.0077	0.17	9%	i	24	11	776	1.1	1.4	8.3
